Bioassay records from PubChem.
ERAP1 inh: ERAP1 (human) enzyme inhibition; Q9NZ08; 340,000 compounds, 0.15% hits; recombinant ERAP1, Leu-AMC fluorescence, 60 min; AID 652197; inhibition, % at 10.7 µM;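 active = mean replicate inhibition of at least 30%, or all replicates individually reaching that 30% level; inactive = mean below 30% and not every replicate reaching it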;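 note: 0% = neutral control wells and 100% = L-leucinethiol positive control wells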
Xi reactivation: X-chromosome reactivation activator | 360,000 compounds, 0.055% hits | activation, % at 7.58 µM | XiGFP mouse fibroblasts, % GFP-positive cells imaging, 3 d; cells co-treated with 5-aza-dC sensitizer; scaled so ellipticine positive control = 100% | AID 743238;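 active = mean normalized replicate activation at least 10% and every replicate at or above 10%; inconclusive = only one of the two criteria met; inactive = mean below 10% and not all replicates reach 10%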;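 note: 0% = median of on-plate neutral control wells and 100% = ellipticine 6 µM median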
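System: 68-5-11 XiGFP fibroblast line | Buffer or medium: DMEM containing 5-aza-dC | Compound: Single point | Times: Compounds 3 days, fix/stain 15 min at room temperature | Benchmarks: Positive control ellipticine, 6 µM final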
Statin myotox sup: protects C2C12 myotubes from simvastatin toxicity | ATP luminescence, 48 h; scaled: DMSO 0, geranylgeraniol control 100 | rescue of ATP level, % at 7.49 µM | 330,000 compounds, 0.78% hits | AID 602340;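 active = mean ATP rescue above about 67%, or every replicate alone reaching that limit, limit read from the data, passing the limit was not always enough; inconclusive = no clear call, values can overlap the other calls; inactive = mean under the limit and some replicate under it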;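 note: myotubes were challenged with 10 µM simvastatin during compound exposure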
LGR2 inh: Drosophila LGR2 receptor signaling inhibition; HEK293 LGR2, CRE-luciferase, bursicon-stimulated, 4 h; inhibition, % at 9.99 µM; 380,000 compounds, 0.35% hits;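 active = drop in luminescence signal, shown as inhibition above about 50% in the replicate tests, limit read from the data, passing the limit was not always enough; inconclusive = probably only some replicates passing the limit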;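 note: agonist challenge used bursicon conditioned medium at about half maximal strength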
S100A4 MyoIIA: inhibitors of human S100A4 binding to myosin IIA peptide; AID 652163; 360,000 compounds, 0.14% hits; P26447; S100A4/TAMRA-MyoIIA peptide fluorescence polarization; inhibition, % at 10.7 µM;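 active = mean inhibition of at least 70% across replicates, with every replicate also reaching that level; inconclusive = mean inhibition reaches 70% but some replicates fall short; inactive = mean inhibition below 70%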
Target sequence (P26447 whole entry, looked up): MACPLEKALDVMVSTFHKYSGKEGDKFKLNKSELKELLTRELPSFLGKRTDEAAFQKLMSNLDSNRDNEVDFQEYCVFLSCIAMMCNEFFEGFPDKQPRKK
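Material: human S100A4 monomer with TAMRA-labelled myosin IIA peptide; buffer or medium: HEPES pH 7.2 with CaCl2, KCl, NaCl, DTT, Triton; compound dosing: one concentration per compound; schedule: 5 min incubation before reading; benchmarks: neutral control DMSO, positive control TFP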
Cneo AK release: Cryptococcus neoformans lysis via adenylate kinase release; C. neoformans lysis, adenylate kinase release luminescence, 4 h; normalised: neutral wells 0, clomiphene wells 100; lysis activity, % at 15 µM; 360,000 compounds, 0.2% hits; AID 651654;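 active = mean lysis activity across replicates of at least 80%, whatever share of replicates individually reach that level; inactive = mean lysis activity below 80%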
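Material – log-phase Cryptococcus neoformans yeast cells · Input – 5 × 10^6 yeast cells/mL · Medium – fresh YPD growth medium · Doses – single compound concentration per well · Timing – static 4 h at 37 °C with compound, 1 h detection · Detection – adenylate kinase release luminescence · Read-out – signal increase indicating cell lysis · Control set – Clomiphene as positive lysis control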
SIRT5 block: blocks human SIRT5 desuccinylation of peptide; Q9NXA8; Purified SirT5, succinyl-peptide AMC, trypsin-coupled fluorescence; inhibition, % at 15 µM; 330,000 compounds, 1.1% hits; AID 652115; in the data active = inhibition above about 15%; inconclusive = no clear call, values can overlap the other calls
Target sequence (Q9NXA8 whole entry, looked up): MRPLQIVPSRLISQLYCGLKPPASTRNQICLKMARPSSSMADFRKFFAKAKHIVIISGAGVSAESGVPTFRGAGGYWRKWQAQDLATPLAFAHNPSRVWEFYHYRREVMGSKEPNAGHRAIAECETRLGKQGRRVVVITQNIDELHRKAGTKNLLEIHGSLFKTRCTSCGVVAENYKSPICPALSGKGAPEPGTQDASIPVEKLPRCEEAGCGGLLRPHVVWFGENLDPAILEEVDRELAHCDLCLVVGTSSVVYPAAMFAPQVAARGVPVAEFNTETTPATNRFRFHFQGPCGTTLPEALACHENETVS
PGC1a acetyl inh: lowers PGC1a acetylation signal in U2OS cells. AlphaScreen anti-acetyl-lysine; with virally co-expressed GCN5 acetyltransferase. inhibition, % at 15.6 µM. 350,000 compounds, 0.17% hits;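 active = every replicate shows inhibition of at least 40%; inconclusive = mean inhibition at least 40% but some replicate below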;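 note: 0% = neutral control wells and 100% = positive control wells; some results beyond the cut were filed as inactive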
An asterisk follows results filed as active; ? = inconclusive; . = no result given. This is a subset, so the mix of outcomes need not match the whole.

nr	Molecule	ERAP1 inh	Xi reactivation	Statin myotox sup	LGR2 inh	S100A4 MyoIIA	Cneo AK release	SIRT5 block	PGC1a acetyl inh
1	O=C(NC1=NCCS1)c1ccc(F)c(S(=O)(=O)N2CCOCC2)c1	1	-0.1	20	6	-2	-2	0	-11
2	CN1CCN(c2ccc(C(=O)NC3CCCCC3)cc2[N+](=O)[O-])CC1	-1	0.0	.	-40	-10	.	0	-4
3	C[C@H](NC(=O)C[C@H]1C=C[C@H](NC(=O)C2CC2)[C@H](CO)O1)c1ccccc1	2	-0.2	5	15	-2	57	2	5
4	COCCCn1c(=O)c2sccc2n2c(CCCC(=O)NCc3ccccc3)nnc12	-1	0.0	-6	1	-1	-1	0	3
5	COc1cccc(NC(=O)CN2C(=O)NC(CCc3ccccc3)C2=O)c1 (stereo not drawn)	-3	0.4	8	-16	-1	5	2	.
6	C[C@H](CO)N1C[C@H](C)[C@H](CN(C)S(C)(=O)=O)Oc2c(NC(=O)c3nc4ccccc4s3)cccc2C1=O	-2	-1.0	.	5	?	0	-5	-4
7	COc1cccc(C2C(C(=O)c3ccco3)=C(O)C(=O)N2CCCN2CCOCC2)c1OC (stereo not drawn)	1	0.3	-9	8	0	.	-3	4
8	COc1ccc(C(=O)N/N=C/c2ccccn2)cc1OC	0	0.1	0	-14	0	0	2	-7
9	CC1CCCCC1NCC(=O)NCc1ccc(F)cc1 (stereo not drawn)	-2	-0.1	.	4	-3	.	-3	-1
10	COc1cccc2cc3c(=O)n(-c4ccccc4)nc-3oc12	-2	0.1	-5	-10	-6	0	-2	6
11	C[C@@H]1CCCCO[C@H](CN(C)C(=O)NC2CCCCC2)[C@@H](C)CN([C@@H](C)CO)C(=O)c2cc(NC(=O)CCC(F)(F)F)ccc2O1	5	-0.9	-9	-10	3	-1	-1	.
12	COCO/C=C(\NC(C)=O)c1ccccc1	1	0.0	14	-9	1	6	-2	2
13	CC1CC(C)CN(C(=O)CN2C(=O)NC3(CCCCCCC3)C2=O)C1 (stereo not drawn)	0	-0.1	5	0	2	1	1	1
14	CC(=O)N(C(C)=O)n1c(C)nc2sc3c(c2c1=O)CCCC3	-1	0.4	.	9	4	.	-7	.
15	C[C@H]1CCCCO[C@H](CN(C)S(=O)(=O)c2ccc(Cl)cc2)[C@@H](C)CN([C@@H](C)CO)C(=O)c2cc(NS(=O)(=O)c3cn(C)cn3)ccc2O1	-1	0.2	.	7	-9	-4	3	-3
16	O=C1c2cccc(OCc3ccc(F)cc3)c2CCN1Cc1ccccc1	.	4.0	.	12	.	-2	.	22
17	O=C(COC(=O)c1cccc(O)c1)NCc1ccc2c(c1)OCO2	0	0.0	.	-9	5	-1	3	2
18	Cc1ccc([C@@H]2CC(=O)[C@@H]3CN(S(=O)(=O)c4ccc(C)cc4)[C@H](c4ccc(Cl)cc4)C[C@@H]3N2S(=O)(=O)c2ccc(C)cc2)cc1	.	0.3	8	15	-5	-1	3	-2
19	Cc1ccc(S(=O)(=O)c2nc(S(C)(=O)=O)sc2N2CCC(C)CC2)cc1	2	-0.1	13	17	-1	-3	-5	-8
20	CN(C)c1ccc(Cl)c(NC(N)=S)c1	.	-0.1	-14	-5	-12	-2	-2	8
21	COc1ccc(NC(=O)CN2CCCN(S(=O)(=O)c3ccc(F)cc3)CC2)c(OC)c1	-1	0.0	94*	-2	-1	0	1	13
22	C[C@@H]1CCCCO[C@@H](CN(C)C(=O)NC2CCCCC2)[C@H](C)CN([C@H](C)CO)C(=O)c2cc(NS(=O)(=O)c3ccccc3)ccc2O1	5	0.2	.	4	5	0	9	-7
23	Cc1ccc(N(CC(O)CN2CCCCC2)S(=O)(=O)c2ccccc2)cc1 (stereo not drawn)	-3	0.2	36	-9	49	-1	-16	.
24	CC(O)C(NS(=O)(=O)c1ccc(Cl)cc1)C(=O)OCc1cc([N+](=O)[O-])cc2c1OCOC2 (stereo not drawn)	2	0.0	5	5	-2	0	-2	0
25	N#C[C@H]1[C@@H](c2ccccc2-c2cccc(F)c2)[C@@H](CO)N1C(=O)Cc1cccnc1	-1	0.0	.	5	14	.	4	9

From compound 16 to 25, as listed above:
nr	Molecule	ERAP1 inh	Xi reactivation	Statin myotox sup	LGR2 inh	S100A4 MyoIIA	Cneo AK release	SIRT5 block	PGC1a acetyl inh
16	O=C1c2cccc(OCc3ccc(F)cc3)c2CCN1Cc1ccccc1	.	4.0	.	12	.	-2	.	22
17	O=C(COC(=O)c1cccc(O)c1)NCc1ccc2c(c1)OCO2	0	0.0	.	-9	5	-1	3	2
18	Cc1ccc([C@@H]2CC(=O)[C@@H]3CN(S(=O)(=O)c4ccc(C)cc4)[C@H](c4ccc(Cl)cc4)C[C@@H]3N2S(=O)(=O)c2ccc(C)cc2)cc1	.	0.3	8	15	-5	-1	3	-2
19	Cc1ccc(S(=O)(=O)c2nc(S(C)(=O)=O)sc2N2CCC(C)CC2)cc1	2	-0.1	13	17	-1	-3	-5	-8
20	CN(C)c1ccc(Cl)c(NC(N)=S)c1	.	-0.1	-14	-5	-12	-2	-2	8
21	COc1ccc(NC(=O)CN2CCCN(S(=O)(=O)c3ccc(F)cc3)CC2)c(OC)c1	-1	0.0	94*	-2	-1	0	1	13
22	C[C@@H]1CCCCO[C@@H](CN(C)C(=O)NC2CCCCC2)[C@H](C)CN([C@H](C)CO)C(=O)c2cc(NS(=O)(=O)c3ccccc3)ccc2O1	5	0.2	.	4	5	0	9	-7
23	Cc1ccc(N(CC(O)CN2CCCCC2)S(=O)(=O)c2ccccc2)cc1 (stereo not drawn)	-3	0.2	36	-9	49	-1	-16	.
24	CC(O)C(NS(=O)(=O)c1ccc(Cl)cc1)C(=O)OCc1cc([N+](=O)[O-])cc2c1OCOC2 (stereo not drawn)	2	0.0	5	5	-2	0	-2	0
25	N#C[C@H]1[C@@H](c2ccccc2-c2cccc(F)c2)[C@@H](CO)N1C(=O)Cc1cccnc1	-1	0.0	.	5	14	.	4	9

Following part.
nr	Molecule	ERAP1 inh	Xi reactivation	Statin myotox sup	LGR2 inh	S100A4 MyoIIA	Cneo AK release	SIRT5 block	PGC1a acetyl inh
26	Cc1ccc(S(=O)(=O)Nc2ccc3c(c2)C(=O)N([C@@H](C)CO)C[C@@H](C)[C@@H](CN(C)C(=O)Nc2ccccc2)OCCCC[C@H](C)O3)cc1	-3	-0.3	.	-1	0	57	-3	-13
27	Cc1cccc(C)c1NC(=O)CNC(=O)C(C)N(C)CC(=O)Nc1ccc(F)cc1 (stereo not drawn)	1	0.0	4	6	3	-2	-7	1
28	COc1ccccc1S(=O)(=O)N(C)C[C@H]1OCc2ccccc2-c2ccccc2C(=O)N([C@H](C)CO)C[C@H]1C	0	0.2	0	-11	-8	-4	-2	2
29	O=C(CN1C(=O)C2C3CC(C(Br)C3Br)C2C1=O)Nc1ccc(C(=O)O)cc1 (stereo not drawn)	.	-0.2	.	-2	11	4	23*	2
30	O=C(COC(=O)c1cc2ccccc2cc1O)Nc1cccnc1Cl	5	0.0	.	2	0	-1	-7	.
31	COc1ccc(C(=O)OCC(=O)Nc2ccc([N+](=O)[O-])cc2OC)c(O)c1	3	0.1	.	-5	0	.	-2	.
32	COc1ccc(NC(=O)N(C)C[C@@H]2Oc3ccc(NC(=O)Cn4cnnn4)cc3CC(=O)N([C@H](C)CO)C[C@@H]2C)cc1	-2	0.1	-15	1	4	49	-1	8
33	COc1ccc(C2/C=C\CN(C(=O)NC(C)C)CC(=O)N2Cc2ccc(F)cc2)cc1 (stereo not drawn)	-2	0.0	-6	-11	2	1	.	4
34	C[N+](C)(C)CCNC(=O)c1c[nH]c2ccccc12	.	-0.1	.	-10	-1	.	-2	.
35	C[C@H]1CN([C@@H](C)CO)C(=O)c2cc(/C=C/c3ccccc3)cnc2O[C@@H]1CN(C)C(=O)C1CCOCC1	0	-0.2	-7	12	-1	-3	-17	-10
36	C[C@@H]1CN([C@H](C)CO)S(=O)(=O)c2ccc(-c3cncnc3)cc2O[C@H]1CN(C)C(=O)c1cccc(F)c1	-2	-0.1	1	-10	-5	-2	-2	-20
37	NS(=O)(=O)c1ccc(NC(=S)NC(=O)c2cccc(Br)c2)cc1	6	0.0	3	.	5	3	2	19
38	C[C@@H]1CN([C@H](C)CO)S(=O)(=O)c2ccc(C3=CCCCC3)cc2O[C@@H]1CN(C)C(=O)c1ccncc1	-4	-1.2	-20	-12	3	54	1	-10
39	CCC(COC)NC(=O)c1ccc(OC)c(OC2CCN(C(C)=O)CC2)c1 (stereo not drawn)	0	0.0	17	6	2	-3	-1	.
40	Cc1ccc(S(=O)(=O)Nc2ccc3c(c2)CC(=O)N([C@@H](C)CO)C[C@@H](C)[C@H](CN(C)C(=O)Nc2ccc4c(c2)OCO4)O3)cc1	0	-0.6	18	-5	-66	-4	-8	-5
41	NC(CC(=O)NC(c1ccccc1)(c1ccccc1)c1ccccc1)C(=O)O (stereo not drawn)	-4	0.0	.	4	-9	.	-4	.
42	COc1ccc(-n2ncc(C(=O)NC3CC3)c2C2CCN(C(=O)OC(C)(C)C)CC2)cc1	-3	0.7	.	-8	-2	.	-2	.
43	CCN1C(=O)/C(=C\N(C)C)S/C1=N\S(=O)(=O)c1ccc(C)cc1	1	0.2	.	8	-8	.	3	7
44	CO[C@@H]1CN(C)C(=O)c2ccc(NC(=O)c3ccccn3)cc2OC[C@@H](C)N(C(=O)C2CCCC2)C[C@H]1C	-1	.	4	.	8	-2	.	.
45	O=C(N[C@H]1CC[C@@H](CC(=O)N2CCN(c3ccccc3)CC2)O[C@@H]1CO)c1ccncc1	-1	0.4	-2	7	-5	-2	2	4
46	C=CCN1C(=O)C(CC(=O)Nc2ccc(C)cc2)SC1=Nc1c(C)n(C)n(-c2ccccc2)c1=O (stereo not drawn)	-1	.	.	2	-4	.	-7	.
47	O=C(N[C@@H]1C/C=C\C[C@H](CC(=O)N(CCO)Cc2ccccc2)C(=O)N[C@@H](Cc2ccccc2)COC1=O)OCC1c2ccccc2-c2ccccc21	-6	0.1	-127	-4	-12	-2	0	.
48	C=CCNC(=O)c1ccccc1NC(=O)C1CCN(S(=O)(=O)c2ccc(SC)cc2)CC1	7	0.1	-10	1	3	1	-1	-12
49	OC(c1ccccc1)c1ncc(-c2ccccc2Cl)[nH]1 (stereo not drawn)	4	0.0	2	-43	2	-2	3	.
50	C[C@@H]1CN([C@@H](C)CO)C(=O)c2cc(NC(=O)CCCN(C)C)ccc2O[C@@H](C)CCCCO[C@@H]1CN(C)C	.	-0.2	3	11	.	.	.	3
